Assay outcomes from PubChem.
FEN1 inh – inhibitors of human flap endonuclease 1. P39748. Recombinant FEN1 flap cleavage, fluorescence, 15 min. Potency, µM (doses to about 114 µM), for the others: at the highest dose activity change, negative = inhibition, most hits filed as inhibitors. 0.35% of 390,000 active. AID 588795; further: nearly all actives have a fitted effect of over 65% in size
Target sequence (P39748 whole entry, looked up): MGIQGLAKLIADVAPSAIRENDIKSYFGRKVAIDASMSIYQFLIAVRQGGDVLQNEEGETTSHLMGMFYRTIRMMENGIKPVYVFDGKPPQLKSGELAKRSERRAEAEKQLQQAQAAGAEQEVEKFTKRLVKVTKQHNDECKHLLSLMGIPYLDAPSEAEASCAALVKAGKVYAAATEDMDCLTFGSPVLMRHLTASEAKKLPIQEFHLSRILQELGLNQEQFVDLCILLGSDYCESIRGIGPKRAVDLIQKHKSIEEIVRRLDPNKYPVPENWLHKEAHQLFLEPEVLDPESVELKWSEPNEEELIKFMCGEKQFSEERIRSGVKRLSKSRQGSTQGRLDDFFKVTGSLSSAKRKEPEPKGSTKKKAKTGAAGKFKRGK
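Quantitative HTS format: each compound was titrated, incubated with 10 nM nuclease for 15 min at room temperature, then challenged with flap substrate at 50 nM final. Signal change over 15 min gave concentration–effect curves.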
DT40 TDP1 CPT – DT40-hTDP1 cell growth loss with CPT; Potency, µM (series often up to 46.2 µM), for inactives: top-dose activity change, negative = growth inhibition, most hits filed as inhibitors; chicken DT40 Tdp1-/-;hTDP1 cells + 20 nM CPT, ATP luminescence, 48 h; 12% of 420,000 active; further: nearly all actives have a fitted effect of over 55% in size
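Chicken DT40 Tdp1-/- cells complemented with human TDP1, 400 cells/well, exposed to compounds plus 20 nM camptothecin for at least 48 h at 37 C; viability read as ATP content by CellTiter-Glo luminescence.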
KAT2A inh – inhibitors of human GCN5L2 histone acetyltransferase | GCN5L2 HAT assay, ThioGlo1 CoA-SH fluorescence | Potency, µM (series often up to 58.9 µM), for the others: top-dose activity change, negative = inhibition, most hits filed as inhibitors | 0.21% of 390,000 active | Q92830
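Compounds, pin-transferred from DMSO stocks, meet 20nM GCN5L2 for 15 min before the reaction begins with H3(1-25) peptide (75uM) and acetyl-CoA (70uM). Thiol-reactive ThioGlo1 reports CoA release over 20 min at room temperature.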
* hit, by the source's call; ? = inconclusive; . = not tested or not shown; [ ] = another dose, or the depositor's remark. The call rests on the fitted dose curve; in most records, active means well fitted curve in the direction sought with a large enough effect; inconclusive means small, poorly fitted or top-dose-only effect, or another doubt; inactive means no such curve, though single readings can be large; an effect the other way counts as inactive or inconclusive. On the % scale 0 is the no-effect control and ±100 the full control effect; potency means the concentration at half of the fitted maximal effect. This is a subset; the hit share may differ from the screen's.

Preview:
Results follow in this order: FEN1 inh	DT40 TDP1 CPT	KAT2A inh
- CCn1nc(CC(=O)Nc2nnc(CC(=O)N3CCOCC3)s2)c2ccccc2c1=O
→ 5%	17%	-1%
- CC1CCN(c2nc3c(S(=O)(=O)c4ccccc4)nnn3c3ccc(Cl)cc23)CC1
→ 12%	16µM*	-2%
- O=C(NCc1ccccn1)C1CCC(=O)N1C1CCCC1 (configuration not stated)
→ -6%	8%	.
- CN(C)S(=O)(=O)c1cc(NC(=O)COC(=O)C2CSC3(C)CCC(=O)N23)ccc1Cl (configuration not stated)
→ -1%	-25%	-2%

The listing (from the top)
Results follow in this order: FEN1 inh	DT40 TDP1 CPT	KAT2A inh
- CCn1nc(CC(=O)Nc2nnc(CC(=O)N3CCOCC3)s2)c2ccccc2c1=O
→ 5%	17%	-1%
- CC1CCN(c2nc3c(S(=O)(=O)c4ccccc4)nnn3c3ccc(Cl)cc23)CC1
→ 12%	16µM*	-2%
- O=C(NCc1ccccn1)C1CCC(=O)N1C1CCCC1 (configuration not stated)
→ -6%	8%	.
- CN(C)S(=O)(=O)c1cc(NC(=O)COC(=O)C2CSC3(C)CCC(=O)N23)ccc1Cl (configuration not stated)
→ -1%	-25%	-2%
- CCc1cccc(C)c1NS(=O)(=O)c1cc(Br)cnc1N
→ 0%	11%	-5%
- O=C(CN1C(=O)CCC1=O)Nc1nc(-c2ccccn2)cs1
→ 24%	?	-1%
- CCOC(=O)CSC1=C(C#N)C(C)C2=C(CCCC2=O)N1 (configuration not stated)
→ 0%	-10%	-8%
- O=C(O)CC1(CC(=O)Nc2nccs2)CCCCC1
→ 5%	?	.
- OCC1(Cc2ccc(Cl)cc2)CCN(Cc2ccc(Oc3ncccn3)cc2)CC1
→ 9%	-25%	-3%
- CS(=O)(=O)c1cnc(-c2ccccc2)nc1Sc1ccc(F)cc1
→ 4%	-3%	-4%
- Cc1ccc(CNC(=O)CSc2nc3[nH]ncc3c(=O)[nH]2)cc1
→ -3%	?	1%
- CCOc1ccc(-c2nnc3n2N=C(c2ccc(OC)cc2)CS3)cc1
→ -5%	-25%	17%
- COc1ccccc1NC(=O)CN1CCC(c2nc3ccccc3[nH]2)CC1
→ 4%	?	15%
- COc1ccc(-c2noc(-c3ccc(NCc4cccnc4)c([N+](=O)[O-])c3)n2)cc1
→ 0%	?	-4%
- O=C(Cc1ccc(O)cc1)N/N=C/c1cccnc1
→ -6%	-4%	2%
- COC(=O)CC1=Nc2ccccc2NC(=O)C1
→ -2%	-2%	-26%
- Cc1cc(=O)[nH]c(=O)n1Cc1ccccc1
→ -6%	9%	-3%
- Clc1ccc(-c2nc3ccncc3[nH]2)cc1
→ 5%	10µM*	-6%
- CC(C)[C@H](NC(=O)Nc1ccc2c(c1)OCCO2)C(=O)O
→ -3%	-12%	-14%
- Cc1ccc(OCC(=O)O/N=C(\N)c2cccnc2)cc1
→ 3%	10%	-6%

Carrying on:
Results follow in this order: FEN1 inh	DT40 TDP1 CPT	KAT2A inh
- Cc1ccc(C2C(C#N)=C(N)Oc3cc(C)oc(=O)c32)o1 (configuration not stated)
→ 4%	18µM*	10%
- O=C(CNC(=O)c1cccc(Br)c1)NCCc1nc2ccccc2[nH]1
→ -3%	-3%	1%
- O=C(CC1(O)C(=O)N(CCc2ccccc2)c2ccc(Br)cc21)c1ccc(F)cc1 (configuration not stated)
→ ?	?	-18%
- CN1CCN(C(=O)CC2(CC(=O)O)CCCC2)CC1
→ -6%	0%	-4%
- COc1ccc(NCC(=O)Nc2cc(S(=O)(=O)N3CCOCC3)ccc2N2CCOCC2)c(OC)c1
→ -8%	-3%	-10%
- COc1ccc(CCN2C(=O)CC(NC34CC5CC(CC(C5)C3)C4)C2=O)cc1OC (configuration not stated)
→ 33%	?	0%
- COc1ccc(OCc2cc(C(=O)NC3CCOCC3)no2)c2ccccc12
→ 1%	-30%	-15%
- Cc1cc(C)nc(SCc2ccc(C(=O)N/N=C/c3ccco3)cc2)n1
→ -1%	6%	-8%
- Cc1ccsc1C(=O)NNC(=O)c1cccc(S(=O)(=O)N2CCCC2)c1
→ -3%	?	0%
- CCC(C)NC(=O)Cn1cc(S(=O)(=O)N2CCCC2)c(S(=O)(=O)N2CCCC2)c1 (configuration not stated)
→ 46%[activator]	-9%	-3%
- O=C(Nc1ccc(S(=O)(=O)N2CCCC2)cc1)c1ccc(F)cc1
→ 13%	14%	.
- Cc1cc(C(=O)NCc2cccc(Cl)c2)c2ccccc2n1
→ 10%	-23%	-2%
- CC1CC(C)(C)CC2(C1)NC(=O)N(CC(=O)NCCc1ccc3c(c1)OCCO3)C2=O (configuration not stated)
→ 2%	0%	-6%
- CCCN1CCC(NC(=S)Nc2ccc(S(N)(=O)=O)cc2)CC1
→ 4%	2%	-8%
- COc1cc2[nH]c(=O)c(C(=O)NCCCN3CCOCC3)c(O)c2cc1OC
→ 3%	4%	3%
- CCOc1ccccc1C1c2cc3c(cc2OC(C)(N2CCCC2)C1C)OCO3 (configuration not stated)
→ 12%	27%	.
- COc1ccc(C(=O)Nc2ccc(C(=O)N3CCCC3)cc2)cc1[N+](=O)[O-]
→ -2%	13%	-6%
- CN1CCN(c2ccc(CNC(=O)c3ccco3)cc2)CC1
→ 12%	-7%	2%
- CC(C)CC(NC(=O)C1CCC(=O)N1)C(=O)NC(CC(C)C)C(=O)N1CCCC1C(N)=O (configuration not stated)
→ 5%	-15%	2%
- Cc1sc(-c2ccncc2)nc1OC(=O)c1ccc(F)cc1F
→ -9%	3%	-1%

Other entries:
Results follow in this order: FEN1 inh	DT40 TDP1 CPT	KAT2A inh
- O=S(=O)(c1ccccc1)N1CCC2(CCN(Cc3ccccc3)CC2)CC1
→ .	13%	2%
- CCOc1cc(C(=O)Nc2ccc(S(=O)(=O)N3CCOCC3)cc2)cc(OCC)c1OCC
→ 11%	-6%	-3%
- COc1ccccc1N1CCN(C(=O)CCc2c(C)nn(-c3ccc(N4CCCC4)nn3)c2C)CC1
→ -3%	?	18%
- [O-][N+]12CCCc3cccc(c31)CCC2
→ ?	?	.
- COc1ccc(NC(=O)c2cccnc2NCCc2ccccc2)cc1
→ ?	21µM*	-9%
- COc1ccccc1NC(=S)N(CCCN1CCOCC1)Cc1cn(C)c2ccccc12
→ 0%	15µM*	-2%
- CC(C)NC(=O)c1cccc(Br)c1
→ -7%	15%	3%
- CSc1cccc(NC(=S)Nc2ccc(F)cc2)c1
→ -9%	23µM*	-2%
- Nc1nc2c(s1)CCc1c-2cnn1-c1ccccc1
→ 18µM*	15µM*	-29%
- CCOC(=O)CC(=O)CSc1nc2ccc(C)cc2cc1C#N
→ ?	1.2µM*	-31%
- N#C/C(=C(/O)COC(=O)CSc1ccc2ccccc2c1)c1nc2ccccc2[nH]1
→ 5%	5.2µM*	0%
- CC(C)=CC(=O)OCC(=O)Nc1ccccc1Cl
→ 1%	-5%	-1%
- C(=Cc1cnnc2ccccc12)c1ccccc1
→ -20%	?	.
- Cc1ccc(OCCCC(=O)Nc2cc(S(=O)(=O)N3CCOCC3)ccc2N2CCOCC2)cc1
→ -13%	21µM*	-6%
- O=C(Nc1cccc(NC(=O)c2cncc(Br)c2)c1)c1cncc(Br)c1
→ 5%	12µM*	-9%
- Cc1sc2nc(SCC(=O)NCc3ccco3)n(C)c(=O)c2c1C
→ -10%	7%	-6%
- O=C(c1cc(F)c(F)cc1Cl)N1CCN(S(=O)(=O)c2cccs2)CC1
→ 11%	-16%	?
- COc1ccccc1NC(=O)/C=C/C(=O)O
→ 19%	?	0%
- CC(C)Cn1[nH]c2c3c(ccc2c1=O)C(=O)c1ccccc1C3=O
→ -11%	23µM*	-4%
- CC(=O)OC[C@H]1O[C@@H](n2ccc(=O)[nH]c2=S)C(OC(C)=O)C1OC(C)=O (some centres not stated)
→ -11%	2%	22%

(next part)
Results follow in this order: FEN1 inh	DT40 TDP1 CPT	KAT2A inh
- Cc1ccc(CSc2nnc(SCC(=O)N/N=C/C=C/c3ccccc3[N+](=O)[O-])s2)cc1
→ -10%	?	-1%
- O=C(O)CCn1cc(C2CC(c3ccccc3)=NN2c2ccccc2)c(-c2ccccc2)n1 (configuration not stated)
→ -13%	2%	?
- COC(=O)CSC1=C(C#N)C(c2ccsc2)CC(=O)N1 (configuration not stated)
→ -8%	?	-1%
- CCN(CC)c1ccc(CN(C(=O)c2cc(=O)c3ccccc3o2)C2CCS(=O)(=O)C2)cc1 (configuration not stated)
→ -11%	16µM*	-2%
- CN(C)c1nc(=Nc2cccc(Cl)c2)ss1
→ -8%	0.21µM*	-10%
- COc1cc(CC(=O)OCC(=O)N2CC(=O)Nc3ccccc32)cc(OC)c1OC
→ 12%	28%	-10%
- O=C(CSc1nnnn1-c1cccc2ccccc12)N1CCOCC1
→ 11%	-5%	3%
- O=[N+]([O-])c1cc([N+](=O)[O-])c(Oc2cncc(Cl)c2)cc1NC1CCCCCCC1
→ -2%	23µM*	2%
- Cc1ccnc(NC(=O)CN2C(=O)c3ccccc3C2=O)c1
→ -2%	45%[activator]	0%
- Nc1nc(O)c2ncn([C@H]3CC[C@@H](CO)O3)c2n1
→ .	?	-1%
- O=C(O)c1cn(-c2ccccc2)nc1-c1ccc(F)cc1
→ -1%	1%	-5%
- O=C(CC(=O)c1ccccc1O)c1cccc(F)c1
→ -8%	6.5µM*	-5%
- COCCNC(=O)CSc1nc2ccc(N3CCOCC3)cc2c(=O)n1CCc1ccccc1
→ -15%	?	-10%
- Cc1cc(C)c(NC(=O)c2sc3nc4c(cc3c2N)C(=O)CC(C)(C)C4)c(C)c1
→ -4%	?	-4%
- COC(=O)C1(Cc2cc(-c3cccc(Br)c3)no2)CCN(C(=O)OC(C)(C)C)CC1
→ -8%	?	-6%
- COC(=O)c1c(NC(=O)c2nc3nc(C)cc(C(F)F)n3n2)sc2c1CCC2
→ 3%	?	-2%
- CCn1c(=O)c2cc(C(=O)NCCCN3CCN(c4ccc(F)cc4)CC3)sc2c2ccccc21
→ 14%	18µM*	0%
- CCC(Oc1ccc(C)cc1)C(=O)Nc1ccc(S(=O)(=O)Nc2nccs2)cc1 (configuration not stated)
→ -1%	2%	-4%
- COc1cccc(CCNC(=O)c2cnc3sc(N4CCCC4)nn3c2=O)c1
→ -12%	15µM*	-3%
- O=C(Nc1ccncc1)c1ccccc1[N+](=O)[O-]
→ -4%	-27%	0%

Next section
Results follow in this order: FEN1 inh	DT40 TDP1 CPT	KAT2A inh
- CCn1c(COc2ccccc2)nnc1SCC(=O)c1cccc([N+](=O)[O-])c1
→ -9%	?	-3%
- O=C(Nc1cc(C(F)(F)F)ccc1N1CCOCC1)C1=NN(c2ccccc2)C(=O)CC1
→ -4%	?	-7%
- C/C(=N\Nc1ccccn1)c1ccc(S(=O)(=O)NCc2ccco2)cc1
→ -16%	-19%	-3%
- Cn1c(=O)c2c(nc(Cc3ccc(N)cc3)n2C)n(C)c1=O
→ 11%	-22%	0%
- O=C(CSc1nnc(-c2ccco2)n1Cc1ccccc1)NC(=O)NCc1ccccc1
→ 4%	?	-6%
- O=C(CCN1CCCCC1)Nc1cccc(Br)c1
→ -9%	-10%	-15%
- C=Cc1ccc(Cn2c(C(=O)O)c(CNCc3cc(Br)ccc3OC)c3ccc(C)cc32)cc1
→ -4%	-5%	-11%
- O=C(CSc1nc2c(c(=O)n1-c1ccc(Cl)cc1)SCC2)NCc1ccco1
→ -12%	-11%	.
- COc1ccc(N=Cc2ccc(N(CCC#N)CCC#N)cc2)cc1
→ -2%	5%	.
- CC1(C)Cc2ccccc2-c2nnc(SCc3ccccc3)n21
→ 8%	?	1%
- CN(CC(=O)Nc1cccc(F)c1)C(=O)c1ccccc1OCC(=O)Nc1cccc(C(F)(F)F)c1
→ 5%	?	1%
- CCc1cc2c(=O)c(-c3ccc(F)cc3)c(C)oc2cc1OCC(=O)O
→ -1%	20%	1%
- CC(=O)c1ccc(NC(=O)COC(=O)c2c3c(nc4ccccc24)/C(=C\c2cccs2)CCC3)cc1
→ -9%	13µM*	-10%
- Cc1ccc(C)c(NC(=O)Cn2cc(C(=O)c3cccs3)c3ccccc32)c1
→ 0%	18µM*	-10%
- CCOC(=O)c1cnc2ccc(F)cc2c1Nc1ccc2c(c1)OCCO2
→ -16%	?	?
- CN(C)S(=O)(=O)c1ccc(N2CCCC2)c(C(=O)N2CCN(S(=O)(=O)c3ccc(F)c(F)c3)CC2)c1
→ -32%	-29%	.
- CC(C)(C)c1ccc(OCC(=O)Nc2c(C(=O)c3ccc(F)cc3)oc3ccccc23)cc1
→ 14%	?	-3%
- COc1ccc(CO[C@@H]2O[C@H](CO)[C@@H](O)[C@H](O)[C@H]2NC(C)=O)cc1OC
→ 12%	1%	3%
- Cc1ccc(NC(=O)N(Cc2cn(C)c3ccccc23)C2CCCCC2)cc1C
→ 7%	5.8µM*	-3%
- CC1CCN(C(=O)CNC(=O)c2ccc(Cl)cc2Cl)CC1
→ 2%	-17%	1%
- Clc1ccc(-n2nnnc2-c2cnc(-c3ccncc3)nc2-c2cccs2)cc1
→ -2%	?	-3%
